Screening data: PubChem BioAssay, Sanford-Burnham Center for Chemical Genomics
CCR6 antag – CCR6 (human) receptor antagonism; P51684; CHO-K1 CCR6 PathHunter beta-arrestin, luminescence, CCL20-stimulated; inhibition, % at 20 µM; actives 0.49% (n = 340,000);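 active = compounds whose inhibition of the agonist-driven luminescence signal at 20 µM reaches about 50%, limit read from the data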;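 note: cells stimulated with CCL20 at 14 nM final; plate controls were DMSO with CCL20 for no effect and DMSO without agonist for full effect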
Target sequence (P51684 whole entry, looked up): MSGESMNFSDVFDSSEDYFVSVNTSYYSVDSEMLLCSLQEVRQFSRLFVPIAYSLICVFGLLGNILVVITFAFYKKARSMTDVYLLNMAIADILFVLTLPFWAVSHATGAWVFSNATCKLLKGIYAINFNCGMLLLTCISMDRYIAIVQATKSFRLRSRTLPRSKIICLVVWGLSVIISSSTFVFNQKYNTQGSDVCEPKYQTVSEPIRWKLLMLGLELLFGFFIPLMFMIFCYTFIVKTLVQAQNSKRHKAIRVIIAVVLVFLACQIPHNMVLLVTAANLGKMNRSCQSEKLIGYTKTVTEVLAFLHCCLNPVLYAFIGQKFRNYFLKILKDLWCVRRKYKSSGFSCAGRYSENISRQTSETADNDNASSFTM
ATG4B inh – ATG4B (human) cysteine protease inhibition. AID 504462. Q9Y4P1. actives 0.51% (n = 340,000). ATG4B cleavage of LC3-PLA2, NBD-HPC fluorescence, 1 h. inhibition, % at 8.33 µM; in the data active = inhibition above about 40%
Gli-Sufu antag – blocks Gli-Sufu signaling in a luciferase reporter; Sufu-KO-LIGHT fibroblasts, Gli luciferase reporter luminescence; inhibition, % at 5 µM; actives 0.74% (n = 340,000); AID 588413;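 active = inhibition above about 55%, limit read from the data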;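 note: 0% = DMSO-treated cells and 100% = wells with medium but no cells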
CXCR6 block – blocks human CXCR6 beta-arrestin recruitment. O00574. AID 602244. actives 0.36% (n = 360,000). CHO-K1 PathHunter CXCR6 beta-arrestin, luminescence. inhibition, % at 20 µM; in the data active = inhibition above about 34%, passing the limit was not always enough;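 note: antagonist mode with CXCL16 agonist at 10 nM final; 0% = 10 nM CXCL16 with DMSO and 100% = unstimulated wells without agonist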
APJ antagonist – blocks the human apelin receptor APJ | AID 2521 | inhibition, % at 20 µM | actives 0.32% (n = 330,000) | CHO-K1 APJ beta-arrestin complementation, luminescence | P35414;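 active = inhibition above about 40% at 20 µM, limit read from the data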;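 note: cells challenged with 10 nM apelin-13 agonist together with compound; plate controls were apelin-13 plus DMSO wells for no effect and DMSO wells lacking apelin-13 for full effect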
UBC13 polyUb – human UBC13 polyubiquitination inhibition | UBC13 polyubiquitin chain formation, TR-FRET | actives 0.47% (n = 330,000) | inhibition, % at 20 µM | P61088; in the data active = inhibition above about 45%, passing the limit was not always enough
Target sequence (P61088 whole entry, looked up): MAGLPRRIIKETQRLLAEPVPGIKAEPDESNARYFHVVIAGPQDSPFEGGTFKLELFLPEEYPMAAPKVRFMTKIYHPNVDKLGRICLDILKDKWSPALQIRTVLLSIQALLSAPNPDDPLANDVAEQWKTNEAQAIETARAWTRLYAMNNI
APJ agonist – agonists of human APJ apelin receptor; CHO-K1 APJ PathHunter beta-arrestin, luminescence; 0% DMSO wells, 100% apelin; activation, % at 20 µM; actives 0.11% (n = 330,000); AID 2520;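 active = activation more than six SD over the plate average, tested at 20 µM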;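 note: 0% = DMSO alone and 100% = apelin-13 at 10 nM; some results filed as inactive read as strong as hits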
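Assay system: CHO-K1 cells stably expressing ProLink-tagged human APJ and arrestin–beta-gal acceptor. Compound dosing: 20 µM single point, 1% DMSO. Times: 16-18 h seeding, 90 min dark compound exposure, 60 min detection. Detection: beta-gal luminescence. Evaluation: APJ–arrestin association signal. Controls: negative DMSO alone, positive Apelin-13 at 10 nM.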
EBI2 block – EBI2 (human) antagonism | inhibition, % at 5 µM | EBI2 beta-arrestin recruitment, luminescence, 7a,25-OHC stimulated | actives 0.81% (n = 360,000) | P32249; in the data active = inhibition above about 38%;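 note: enzyme fragment complementation signal reports receptor beta-arrestin coupling in cells; 0% = agonist plus DMSO wells and 100% = wells without agonist; some results beyond the cut were filed as inactive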
Target sequence (P32249 whole entry, looked up, the tested form may be a part): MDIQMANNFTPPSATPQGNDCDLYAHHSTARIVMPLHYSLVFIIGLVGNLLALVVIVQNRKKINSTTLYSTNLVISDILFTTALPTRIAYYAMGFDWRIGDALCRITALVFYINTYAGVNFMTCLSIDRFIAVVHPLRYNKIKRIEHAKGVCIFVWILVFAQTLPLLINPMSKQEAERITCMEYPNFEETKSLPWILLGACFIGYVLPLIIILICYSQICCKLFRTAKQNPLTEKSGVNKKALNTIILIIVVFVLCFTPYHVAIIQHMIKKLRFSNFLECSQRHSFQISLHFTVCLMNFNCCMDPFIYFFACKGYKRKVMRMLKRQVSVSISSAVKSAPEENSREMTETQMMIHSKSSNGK
Active calls of the source: *.

SMILES | CCR6 antag | ATG4B inh | Gli-Sufu antag | CXCR6 block | APJ antagonist | UBC13 polyUb | APJ agonist | EBI2 block
O=[N+]([O-])c1ccc(Oc2cccnc2)nc1 | 9 | -2 | 0 | -6 | -5 | -6 | -5 | 0
COc1cc(-c2nnc3sc(-c4cccs4)nn23)cc(OC)c1OC | -1 | -11 | 17 | 7 | -4 | 15 | 2 | -3
O=C(CNC(=O)c1ccccc1)NC1(C(=O)NC2CCCC2)CCCCC1 | 8 | -2 | 7 | 0 | -9 | -12 | -2 | -3
CNc1nnc(-c2cccc(N(C)C)c2)s1 | 3 | -8 | -24 | 5 | 3 | -2 | 3 | 0
CNC(=O)c1nc(C)n(-c2cc(Cl)cc(Cl)c2)n1 | 11 | 0 | -3 | -1 | -7 | 9 | -3 | -10
Cc1cccc(-n2ncc3c2CCCC3NC(=O)CCCN2CCCCC2=O)c1C (stereo unspecified) | 0 | 2 | 6 | -4 | 5 | -2 | -4 | 0
CCc1nnc(NC(=O)c2nc(Cl)ccc2Cl)s1 | -14 | -6 | -9 | 1 | -6 | 6 | 1 | -14
CCOC(=O)N1CCN(c2c(NC3CCN(Cc4ccccc4)CC3)c(=O)c2=O)CC1 | -13 | -2 | -5 | -4 | 4 | 10 | -1 | -5
COc1cccc(-n2c(=O)c3cc(OC)c(OC)cc3n(CC(=O)Nc3cc(C)[nH]n3)c2=O)c1 | 5 | -1 | 0 | -5 | 9 | 4 | -3 | -4
COc1ccc(CNC(=O)CCCn2c(=S)[nH]c3cc4c(cc3c2=O)OCO4)cc1 | 2 | -1 | -11 | -6 | 5 | 0 | 0 | 0
CCN1CCN(S(=O)(=O)c2cc(OC)ccc2OC)CC1 | -12 | 19 | 5 | 1 | 23 | 5 | -5 | 6
CSc1nnc(C)c(=O)n1COC(=O)c1ccc(S(=O)(=O)N2CCOCC2)cc1 | 6 | -2 | -2 | -8 | 9 | 5 | 1 | -1
CCn1cc(C(=O)N[C@@H](CCSC)C(=O)NCCCn2ccnc2)c(=O)c2cc3c(cc21)OCO3 | 3 | 5 | -5 | -2 | 9 | -6 | 6 | 10
COc1ccc(CCNC(=O)CN(c2ccccc2OC)S(=O)(=O)c2ccc(C)cc2)cc1 | 20 | -3 | 17 | -1 | 5 | -1 | -2 | 19
O=C(NCCCN1CCCCC1)c1ccc2c(c1)NC(=O)C(N1CCOCC1)S2 (stereo unspecified) | -6 | 1 | -7 | -6 | -6 | 7 | -3 | 3
Clc1ccc(-c2nc3ccccn3c2CN2CCSCC2)cc1 | 13 | 6 | 10 | 5 | -2 | -5 | -2 | 21
Cc1ccc(S(=O)(=O)N2CCOCC2)cc1NC(=O)CSc1nc(N)cc(=O)[nH]1 | 0 | -4 | 5 | -1 | 18 | -7 | -6 | 3
Cc1noc(C)c1COc1ccc(C(=O)OCC(=O)N2c3ccccc3NC(=O)C2(C)C)cc1 | -1 | 0 | 21 | 0 | -13 | -25 | 4 | -7
CC(=O)c1ccc(OCCCC(=O)NCC(c2ccco2)N(C)C)cc1 (stereo unspecified) | -3 | -2 | 0 | -4 | 14 | 4 | -1 | -1
COc1cc(/C=C/C(=O)N2CCc3ccccc3C2)cc(OC)c1OC | 15 | -5 | 36 | -8 | -17 | 2 | 0 | 9
Cc1cc(C)n(CCNC(=O)c2cc(COc3ccc(F)cc3Cl)on2)n1 | -6 | 1 | -4 | -22 | 1 | 7 | -2 | -7
O=C(Nc1nccs1)C1CC(=O)N(c2ccc(F)cc2)C1 (stereo unspecified) | -6 | -1 | -20 | 1 | 24 | 2 | -2 | -7
O=C(NC(=S)Nc1ccc2oc(=O)ccc2c1)c1ccco1 | 29 | -9 | -10 | 17 | 11 | -1 | 0 | -1
O=C(CN1CCN(S(=O)(=O)c2ccc(F)cc2)CC1)Nc1ccccc1F | 15 | 3 | 3 | 0 | 0 | 5 | -1 | 4
O=C(c1cc(F)ccc1F)C1CCCN(C(=O)CSc2ccccn2)C1 (stereo unspecified) | 10 | -12 | -8 | 15 | 4 | 12 | -2 | -5
CSCCC(NC(=O)c1ccc(Cl)cc1)C(=O)OCC(=O)NCc1ccco1 (stereo unspecified) | -4 | 6 | -3 | -8 | -11 | 2 | -3 | 0
C/C(C=O)=C/c1ccccc1 | -1 | -1 | 3 | -1 | -3 | -8 | -3 | 4
COc1ccc(CC(=O)N/N=C/c2ccc(-c3cccc(C(=O)O)c3)o2)cc1OC | 0 | -5 | -2 | 1 | 16 | -15 | -3 | -3
COc1ccc(S(=O)(=O)N2CCN(Cc3cc(OC)c(OC)cc3OC)CC2)cc1 | -6 | 4 | 1 | 1 | 6 | -3 | -3 | 2
COc1ccccc1OCc1cc(C(=O)NCc2ccc(N3CCCC3=O)cc2)no1 | 3 | 0 | -5 | 7 | 1 | -2 | -5 | -7
CCO[C@@H]1OC(C(=O)O)=C[C@H](c2ccc(Br)cc2)[C@H]1CCCO | 3 | 9 | 1 | -16 | -60 | -7 | -3 | -11
O=C(c1cc(-c2ccccc2)on1)N1CCN(Cc2ccc3c(c2)OCO3)CC1 | 5 | -2 | 4 | -4 | 15 | -1 | 1 | 50*
COc1ccc(NS(=O)(=O)c2cccc(NC(=O)c3ccc(S(=O)(=O)N4CCCCCC4)cc3)c2)cc1 | 12 | -10 | 61* | -10 | -13 | 4 | 2 | -6
Cc1ccc2oc(C(=O)NCC(c3ccco3)N(C)C)c(C)c2c1 (stereo unspecified) | 15 | 0 | -38 | -9 | -8 | -1 | 9 | 11
Cc1ccnc(NC(=O)c2cccc(S(=O)(=O)Nc3ccc(C)cc3C)c2)c1 | 15 | -2 | 0 | 2 | 10 | 3 | 0 | 11
COc1ccccc1C(=O)NCCC(=O)NCC(c1ccco1)N1CCCC1 (stereo unspecified) | 5 | -3 | 5 | 9 | -17 | -6 | -3 | -5
CCn1c(C)nc2cc(C(=O)NNC(=S)Nc3ccc(OC)cc3)ccc21 | 17 | -6 | -13 | 17 | 19 | -2 | -3 | -1
COCC(=O)OCC(=O)N1N=C(c2ccc(Cl)cc2)CC1c1ccco1 (stereo unspecified) | 6 | -2 | -14 | -4 | 3 | 13 | -1 | -7
CC(C)(C)C(=O)/C=C(\N)c1ccccn1 | 10 | 1 | -1 | 9 | 16 | -4 | 3 | -11
COc1cccc(OC)c1C(=O)Nc1cc(C)nn1-c1nc2ccccc2[nH]1 | 37 | 0 | 15 | 7 | 25 | -10 | -6 | -18
CCOC(=O)C1=C(O)/C(=C/c2ccccn2)SC1=Nc1ccc(Cl)cc1 | 24 | -15 | 42 | 7 | 20 | -2 | -1 | 88*
CCCCOc1ccc2c(c1)/C(=C(\C(Cl)=C(Cl)Cl)[N+](=O)[O-])N2 | 6 | 7 | 0 | 1 | -5 | -1 | 0 | -1
CC(NC(=S)Nc1ccccc1Cl)C(c1ccccc1)N1CCOCC1 (stereo unspecified) | 18 | -2 | 3 | 7 | 9 | 1 | -2 | -4
Cc1nn(C)c(C)c1CN(Cc1nc(CCC(C)C)no1)C(C)C | 4 | 8 | 79* | 4 | 8 | -4 | -1 | 5
CN1C(=O)[C@@H]2[C@H](C1=O)[C@@H]1C(=O)Nc3ccccc3C(=O)N1[C@@H]2c1ccc(F)cc1 | 7 | 3 | -5 | -6 | 13 | 13 | -5 | 4

Complete entries, quoted from the list. Order of values: CCR6 antag | ATG4B inh | Gli-Sufu antag | CXCR6 block | APJ antagonist | UBC13 polyUb | APJ agonist | EBI2 block
Entry for CC(C)(C)C(=O)/C=C(\N)c1ccccn1 : 10 | 1 | -1 | 9 | 16 | -4 | 3 | -11
Entry for COc1ccc(NS(=O)(=O)c2cccc(NC(=O)c3ccc(S(=O)(=O)N4CCCCCC4)cc3)c2)cc1 : 12 | -10 | 61* | -10 | -13 | 4 | 2 | -6

Next section
SMILES | CCR6 antag | ATG4B inh | Gli-Sufu antag | CXCR6 block | APJ antagonist | UBC13 polyUb | APJ agonist | EBI2 block
COc1ccc(-n2c(-c3ccc(Cl)cc3)c[n+]3c2CCc2ccccc2-3)cc1 | 8 | -1 | 85* | -7 | -14 | 6 | -3 | -1
CCCCN1C(=O)NC(NC(=O)c2ccco2)(C(F)(F)F)C1=O (stereo unspecified) | 11 | 14 | -1 | -6 | -8 | -5 | -2 | -7
CC(=O)Nc1ccc(NC(=O)C(C)Sc2nc3nc(C)cc(C)n3n2)cc1 (stereo unspecified) | 3 | 1 | 2 | -2 | 13 | -6 | 7 | 0
Cc1ccc(-c2cc(C(=O)Nc3cnn(C45CC6CC(CC(C6)C4)C5)c3)no2)cc1 | -7 | 6 | 0 | 1 | 34 | 3 | -1 | 30
Cc1ccc(OCc2nnc(SCC(=O)Nc3cccc4ccccc34)n2-c2ccccc2)cc1 | 11 | -18 | 1 | 3 | -1 | 1 | -6 | 29
Cc1cc(=O)n(-c2ccc(Cl)cc2)c(=O)[nH]1 | -11 | 8 | -24 | 2 | -10 | -2 | 0 | -6
O=C(O)Cc1ccc(NC(=O)Nc2ccc(Br)cc2)cc1 | -7 | -3 | -6 | -11 | -4 | 6 | -2 | 3
COc1ccc(Br)cc1CNC(=O)C1CCC(=O)N1C(C)C (stereo unspecified) | 7 | 3 | 9 | 2 | 4 | 1 | -5 | -3
Cc1ccc(-c2ccc(=O)n(CC(=O)NCCN3CCCCC3C)n2)cc1 (stereo unspecified) | 9 | -5 | 2 | 8 | 7 | 2 | 4 | -1
Cc1nn(-c2ccccc2)nc1CNC(=O)C1CC1 | 4 | -7 | 4 | -8 | -1 | -1 | -5 | -15
Cc1c(C(=O)N(Cc2ccccc2)C2CCS(=O)(=O)C2)oc2ccccc12 (stereo unspecified) | -1 | -23 | 11 | -2 | 4 | 1 | -1 | 2

Gathered by group: those above with a Cl atom (11)
SMILES | CCR6 antag | ATG4B inh | Gli-Sufu antag | CXCR6 block | APJ antagonist | UBC13 polyUb | APJ agonist | EBI2 block
CNC(=O)c1nc(C)n(-c2cc(Cl)cc(Cl)c2)n1 | 11 | 0 | -3 | -1 | -7 | 9 | -3 | -10
CCc1nnc(NC(=O)c2nc(Cl)ccc2Cl)s1 | -14 | -6 | -9 | 1 | -6 | 6 | 1 | -14
Clc1ccc(-c2nc3ccccn3c2CN2CCSCC2)cc1 | 13 | 6 | 10 | 5 | -2 | -5 | -2 | 21
Cc1cc(C)n(CCNC(=O)c2cc(COc3ccc(F)cc3Cl)on2)n1 | -6 | 1 | -4 | -22 | 1 | 7 | -2 | -7
CSCCC(NC(=O)c1ccc(Cl)cc1)C(=O)OCC(=O)NCc1ccco1 (stereo unspecified) | -4 | 6 | -3 | -8 | -11 | 2 | -3 | 0
COCC(=O)OCC(=O)N1N=C(c2ccc(Cl)cc2)CC1c1ccco1 (stereo unspecified) | 6 | -2 | -14 | -4 | 3 | 13 | -1 | -7
CCOC(=O)C1=C(O)/C(=C/c2ccccn2)SC1=Nc1ccc(Cl)cc1 | 24 | -15 | 42 | 7 | 20 | -2 | -1 | 88*
CCCCOc1ccc2c(c1)/C(=C(\C(Cl)=C(Cl)Cl)[N+](=O)[O-])N2 | 6 | 7 | 0 | 1 | -5 | -1 | 0 | -1
CC(NC(=S)Nc1ccccc1Cl)C(c1ccccc1)N1CCOCC1 (stereo unspecified) | 18 | -2 | 3 | 7 | 9 | 1 | -2 | -4
COc1ccc(-n2c(-c3ccc(Cl)cc3)c[n+]3c2CCc2ccccc2-3)cc1 | 8 | -1 | 85* | -7 | -14 | 6 | -3 | -1
Cc1cc(=O)n(-c2ccc(Cl)cc2)c(=O)[nH]1 | -11 | 8 | -24 | 2 | -10 | -2 | 0 | -6
